# From PubChem
# phage Ecoli inh – E. coli growth loss with phage present; growth absorbance; inhibition, % at 11.9 µM; 0.26% of 360,000 active; in the data active means inhibition above about 11%
# Ecoli viability – reduces bacterial viability in AddAB counter-screen; E. coli V3065 growth, OD600 absorbance, 18 h; inhibition, % at 11.9 µM; 0.27% of 330,000 active; AID 449728;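 active means inhibition above the campaign's mean inhibition across all tested compounds plus 3 SD, cut at about 9.9% in these data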;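 further: uninfected addAB+ strain grown without phage in ampicillin broth; 0% = DMSO wells and 100% = ciprofloxacin 0.95 µg/ml wells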
# AddAB inh – less growth of phage-infected E. coli with AddAB | E. coli expressing H. pylori AddAB, absorbance growth | inhibition, % at 11.9 µM | 0.29% of 330,000 active; in the data active means inhibition above about 12%;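 further: 0% = vehicle wells of infected cells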
# PvdQ acylase – P. aeruginosa PvdQ acylase inhibition; purified PvdQ acylase, fluorescence plate reader; inhibition, % at 10 µM; 0.063% of 340,000 active; in the data active means inhibition above about 30%, passing the limit was not always enough;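 further: 0% = vehicle neutral wells and 100% = reference inhibitor wells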
# PfHsp90 set2 – inhibits growth of yeast expressing Plasmodium falciparum Hsp90. S. cerevisiae expressing PfHsp90, BacTiter-Glo ATP, 48 h; yeast lacking PDR1 and PDR3 efflux regulators. inhibition, % at 9.4 µM. 0.32% of 310,000 active;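 active means every replicate shows inhibition above about 80%, whatever the replicate mean, limit read from the data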;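 further: 0% = DMSO neutral controls and 100% = 20 µM radicicol positive controls; yeast relying on Plasmodium falciparum Hsp90 in place of its own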
# Wnt act – activators of Wnt/beta-catenin signaling | activation, % at 9.35 µM | Wnt/beta-catenin reporter cell assay, activator, plate reader | 1.2% of 300,000 active | AID 743398; in the data active means activation above about 30%, passing the limit was not always enough;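 further: 0% = neutral control wells and 100% = positive control wells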
# Rtt109 Vps75 – inhibitors of Candida albicans Rtt109/Vps75 histone acetyltransferase | inhibition, % at 34.9 µM | 0.16% of 330,000 active | purified Rtt109/Vps75, ThioGlo CoA-SH fluorescence, 4 h | Q5AAJ8;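 active means inhibition of at least 50% in every replicate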
# Target sequence (Q5AAJ8 whole entry, looked up): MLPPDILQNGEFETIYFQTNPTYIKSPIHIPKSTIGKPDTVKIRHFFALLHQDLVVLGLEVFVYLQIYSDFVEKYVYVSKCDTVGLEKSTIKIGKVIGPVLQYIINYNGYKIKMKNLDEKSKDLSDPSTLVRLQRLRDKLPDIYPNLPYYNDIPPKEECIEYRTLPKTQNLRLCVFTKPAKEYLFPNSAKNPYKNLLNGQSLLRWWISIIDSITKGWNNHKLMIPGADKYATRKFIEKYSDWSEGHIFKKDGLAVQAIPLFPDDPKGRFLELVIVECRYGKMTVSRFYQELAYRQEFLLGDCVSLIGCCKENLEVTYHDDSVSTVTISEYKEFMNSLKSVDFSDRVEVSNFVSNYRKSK
# DAGLB inh – diacylglycerol lipase beta (human) inhibition; Q8NCG7; HEK293T DAGLB membrane lysate, EnzChek fluorogenic substrate; inhibition, % at 5.17 µM; 0.059% of 340,000 active; AID 504411; in the data active means inhibition above about 34%;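 further: 0% = enzyme with vehicle and 100% = wells lacking enzyme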
# Target sequence (Q8NCG7 whole entry, looked up): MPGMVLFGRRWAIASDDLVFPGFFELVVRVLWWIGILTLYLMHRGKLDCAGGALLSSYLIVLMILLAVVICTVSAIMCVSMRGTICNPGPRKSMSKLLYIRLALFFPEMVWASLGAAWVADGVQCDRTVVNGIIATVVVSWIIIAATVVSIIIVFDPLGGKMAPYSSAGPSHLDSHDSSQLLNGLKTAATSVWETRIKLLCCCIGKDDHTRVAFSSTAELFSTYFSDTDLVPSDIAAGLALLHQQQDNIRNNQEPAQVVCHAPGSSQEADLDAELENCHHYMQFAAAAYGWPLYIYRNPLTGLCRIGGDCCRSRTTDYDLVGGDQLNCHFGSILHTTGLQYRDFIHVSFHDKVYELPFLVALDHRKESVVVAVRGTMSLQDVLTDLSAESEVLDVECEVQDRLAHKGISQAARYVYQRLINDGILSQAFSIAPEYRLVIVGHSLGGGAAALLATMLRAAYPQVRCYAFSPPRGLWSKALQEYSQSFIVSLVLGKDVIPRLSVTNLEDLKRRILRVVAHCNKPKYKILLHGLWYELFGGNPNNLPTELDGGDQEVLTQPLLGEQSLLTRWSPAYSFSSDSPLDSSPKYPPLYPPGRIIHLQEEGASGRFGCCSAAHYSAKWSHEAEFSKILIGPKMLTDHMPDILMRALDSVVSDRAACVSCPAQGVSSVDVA
# CAL PDZ FP – blocks peptide binding to human CAL PDZ domain; inhibition, % at 20 µM; 0.02% of 330,000 active; Q9HD26; purified CAL PDZ, TMR-peptide fluorescence polarization, 1 h;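 active means highest replicate inhibition of at least 40%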;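 further: plate controls were DMSO neutral control wells for no effect and unlabeled competitor peptide control wells for full effect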
#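 Material: tagged CAL PDZ domain; buffer or medium: 25 mM sodium phosphate pH 7.4, 150 mM NaCl, TCEP, IgG, Thesit; compound dosing: single point, 20 µM; schedule: 1 h incubation at room temperature before polarization reading; measured by: FP readout, S and P plane fluorescence; read-out basis: percent inhibition from loss of millipolarization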
# Tat export inh – E. coli Tat transport inhibition; AID 488895; inhibition, % at 10 µM; 0.036% of 340,000 active; E. coli MC4100 TorA-mCherry Tat export, fluorescence;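 active means mean replicate inhibition at least 50% and at least half of replicates individually reaching 50%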;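 further: exported cargo escapes ClpAP degradation while cytoplasmic cargo is degraded and loses fluorescence; 0% = median of neutral control wells and 100% = median of NaSCN control wells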
# * hit, by the source's call; i = inactive; nt = no result given.
# The first nine entries, ahead of the listing:
1) CCCCc1nnc(NC(=O)Cc2ccc(S(=O)(=O)N3CCOCC3)s2)s1
2) O=C(Cc1ccccc1F)NCC1(N2CCOCC2)CCCCC1
3) CCOC(=O)C1NN=C(C(=O)c2ccccc2)C1c1ccc(OC)cc1 (configuration not stated)
4) Cc1ccccc1C(=O)OCc1cnc(Cl)s1
5) COc1ccc(-n2c(Cc3cccn3C)nnc2SCC(=O)NCc2ccco2)cc1
6) CCOC(=O)C(C)NC(=O)CCc1nnc2ccc(N3CCC(C)CC3)nn12 (configuration not stated)
7) CN(CC(=O)N1CCN(c2ccccc2)CC1)S(=O)(=O)c1cccs1
8) O=C(Nc1ccccc1C(F)(F)F)c1ccccn1

Compound	1	2	3	4	5	6	7	8
phage Ecoli inh	2.7	2.3	2.5	5.9	3.0	-2.3	2.4	-1.5
Ecoli viability	1.1	0.1	0.8	-1.6	-0.3	0.1	0.4	0.7
AddAB inh	0.7	3.0	2.5	2.4	0.8	-0.3	1.4	-0.6
PvdQ acylase	0	4	-16	4	9	-4	-1	-5
PfHsp90 set2	-4	4	15	-23	-4	10	-3	nt
Wnt act	1	-3	0	-1	-1	1	3	9
Rtt109 Vps75	8	nt	-1	4	1	nt	3	7
DAGLB inh	2	1	nt	-5	1	-4	-1	-11
CAL PDZ FP	-1.3	-4.2	-0.1	-0.2	1.0	0.0	-0.5	-0.1
Tat export inh	2	2	-3	-2	-5	15	-4	-3

9) CC(C)Cc1cc(C(=O)Nc2ccccc2)c2ccccc2n1

Compound	9
phage Ecoli inh	1.5
Ecoli viability	0.9
AddAB inh	-2.3
PvdQ acylase	-15
PfHsp90 set2	-1
Wnt act	0
Rtt109 Vps75	-3
DAGLB inh	-4
CAL PDZ FP	-5.4
Tat export inh	-3

# The list itself, from the first entry:
1) CCCCc1nnc(NC(=O)Cc2ccc(S(=O)(=O)N3CCOCC3)s2)s1
2) O=C(Cc1ccccc1F)NCC1(N2CCOCC2)CCCCC1
3) CCOC(=O)C1NN=C(C(=O)c2ccccc2)C1c1ccc(OC)cc1 (configuration not stated)
4) Cc1ccccc1C(=O)OCc1cnc(Cl)s1
5) COc1ccc(-n2c(Cc3cccn3C)nnc2SCC(=O)NCc2ccco2)cc1
6) CCOC(=O)C(C)NC(=O)CCc1nnc2ccc(N3CCC(C)CC3)nn12 (configuration not stated)

Compound	1	2	3	4	5	6
phage Ecoli inh	2.7	2.3	2.5	5.9	3.0	-2.3
Ecoli viability	1.1	0.1	0.8	-1.6	-0.3	0.1
AddAB inh	0.7	3.0	2.5	2.4	0.8	-0.3
PvdQ acylase	0	4	-16	4	9	-4
PfHsp90 set2	-4	4	15	-23	-4	10
Wnt act	1	-3	0	-1	-1	1
Rtt109 Vps75	8	nt	-1	4	1	nt
DAGLB inh	2	1	nt	-5	1	-4
CAL PDZ FP	-1.3	-4.2	-0.1	-0.2	1.0	0.0
Tat export inh	2	2	-3	-2	-5	15

7) CN(CC(=O)N1CCN(c2ccccc2)CC1)S(=O)(=O)c1cccs1
8) O=C(Nc1ccccc1C(F)(F)F)c1ccccn1
9) CC(C)Cc1cc(C(=O)Nc2ccccc2)c2ccccc2n1
10) CCc1nc(SCC(=O)NC2CC2)c2c(C)c(C)sc2n1
11) CC(OC(=O)c1ccccc1)C(=O)NCc1ccco1 (configuration not stated)
12) O=C(CCNS(=O)(=O)c1ccccc1)N1CCC(Cc2ccccc2)CC1

Compound	7	8	9	10	11	12
phage Ecoli inh	2.4	-1.5	1.5	-0.5	-0.1	1.3
Ecoli viability	0.4	0.7	0.9	-1.0	0.3	1.0
AddAB inh	1.4	-0.6	-2.3	2.0	1.0	-0.3
PvdQ acylase	-1	-5	-15	-10	-7	-15
PfHsp90 set2	-3	nt	-1	-36	-3	12
Wnt act	3	9	0	-4	-1	1
Rtt109 Vps75	3	7	-3	-8	2	-13
DAGLB inh	-1	-11	-4	1	0	0
CAL PDZ FP	-0.5	-0.1	-5.4	-2.8	0.1	-0.6
Tat export inh	-4	-3	-3	-7	2	-2

13) CCCCN(CC)CCCNC(=O)c1cn(C)c2ccc(S(=O)(=O)N(C)C3CCCCC3)cc2c1=O
14) CSCCC(NC(=O)c1cccc([N+](=O)[O-])c1)c1nc2ccccc2[nH]1 (configuration not stated)
15) CCNC(=O)c1ccccc1SCC(=O)Nc1ccc(F)cc1
16) CN(Cc1ccccc1)C(=O)c1[nH]cnc1C(=O)Nc1ccc(Cl)cc1
17) O=S(=O)(Cc1ccccc1)Nc1cccc(Br)c1
18) CN(C(=O)COC(=O)CSc1ccc(C(N)=O)cc1[N+](=O)[O-])C1CCCCC1

Compound	13	14	15	16	17	18
phage Ecoli inh	1.9	3.6	2.2	1.7	2.1	6.5
Ecoli viability	-0.8	-1.7	0.5	-3.6	nt	0.0
AddAB inh	-1.2	-0.5	0.7	-2.2	nt	-1.0
PvdQ acylase	8	-10	4	-4	-5	-5
PfHsp90 set2	10	1	-12	-8	0	-18
Wnt act	-1	-2	0	3	-1	1
Rtt109 Vps75	16	-5	-2	12	-1	-6
DAGLB inh	-1	1	0	-4	0	2
CAL PDZ FP	-2.2	-0.6	0.2	-2.0	-0.9	-1.4
Tat export inh	7	6	1	7	2	-4

19) CC(=C1C(=O)c2ccccc2C1=O)N1CCN(Cc2ccccc2)CC1
20) CC(=O)c1oc2ccccc2c1NC(=O)CN1CCCCC1
21) COc1ccc(-n2nnnc2SCC(=O)NCc2cccs2)cc1
22) COc1ccccc1-n1c(SCC(=O)N(C)C)nnc1-c1ccco1
23) COC(=O)c1c(NC(=O)CN2C(=O)NC3(CCC(C)CC3)C2=O)sc2c1CCC2 (configuration not stated)
24) COc1cc(C(=O)N/N=C/c2ccccn2)cc(OC)c1OC

Compound	19	20	21	22	23	24
phage Ecoli inh	1.4	1.1	0.1	7.3	0.5	-0.6
Ecoli viability	2.7	1.6	-1.2	nt	-2.0	-0.6
AddAB inh	3.0	1.1	-0.3	nt	-0.1	-0.4
PvdQ acylase	-16	-9	-12	0	5	-10
PfHsp90 set2	-37	20	nt	-6	29	-6
Wnt act	-1	0	-1	-4	-5	-4
Rtt109 Vps75	21	-4	6	4	5	6
DAGLB inh	1	-6	0	0	-6	0
CAL PDZ FP	-2.3	-2.7	0.0	-1.3	-0.6	-0.9
Tat export inh	15	1	1	0	-4	5

25) OC(CCc1ccncc1)COc1ccccc1 (configuration not stated)
26) COc1cc(C(C)=O)ccc1OCC(O)CN1CCN(c2ccccn2)CC1 (configuration not stated)
27) COc1ccccc1OCCNC(=O)Cc1ccc(Cl)c(Cl)c1
28) CCOc1ccc(NC(=O)CN2C(=O)CSC(C)C2=O)cc1 (configuration not stated)
29) Nc1ncnc2nc(SCc3ccccc3)[nH]c12
30) O=C(CSc1nnc(Nc2ccccc2)s1)NC1CCS(=O)(=O)C1 (configuration not stated)

Compound	25	26	27	28	29	30
phage Ecoli inh	3.4	4.8	0.3	1.7	1.6	2.8
Ecoli viability	2.2	-1.9	-1.9	-0.7	-2.4	1.8
AddAB inh	4.3	2.4	2.5	-1.1	-2.1	-0.7
PvdQ acylase	-5	4	-2	-9	-13	-13
PfHsp90 set2	-11	-3	15	1	8	27
Wnt act	-3	-1	-1	0	nt	-4
Rtt109 Vps75	-11	7	-3	-6	-2	-2
DAGLB inh	0	-2	0	2	1	1
CAL PDZ FP	-0.2	-2.3	-2.0	6.5	-1.7	-0.3
Tat export inh	1	-10	3	-14	-1	3

31) O=C(c1ccccc1)N1CCCc2ccccc21
32) CN(CC(=O)Nc1ccc2c(c1)OCO2)S(=O)(=O)c1cccs1
33) CC(=O)c1ccc(NS(=O)(=O)c2ccc3c(c2)N(C(C)=O)CCO3)cc1
34) CCOc1cc(C(=S)N2CCCC2)ccc1OCc1ccccc1
35) CC12CCC(C(=O)N/N=C/c3ccc(O)cc3)(OC1=O)C2(C)C (configuration not stated)
36) CCCc1noc2c1/C(=N\O)CC(c1ccccc1)C2 (configuration not stated)

Compound	31	32	33	34	35	36
phage Ecoli inh	0.7	2.5	3.7	1.9	1.8	4.2
Ecoli viability	-0.6	1.5	-0.9	-2.4	0.4	0.8
AddAB inh	0.9	2.6	-0.2	0.3	-0.3	1.7
PvdQ acylase	-4	-11	-5	13	-4	-18
PfHsp90 set2	-6	24	-14	-25	10	33
Wnt act	nt	8	0	0	4	nt
Rtt109 Vps75	1	-5	2	5	2	-16
DAGLB inh	2	1	-1	-5	-1	-7
CAL PDZ FP	-1.6	-3.3	-1.7	-0.9	-0.5	-1.0
Tat export inh	-1	-6	0	-2	1	1

37) COC(=O)NCC(c1ccco1)N1CCN(c2ccc(OC)cc2)CC1 (configuration not stated)
38) CCCc1noc2c1/C(=N\O)CC(CC(C)SCC)C2 (configuration not stated)
39) CNc1ccc2c3c(cccc13)C(=O)N(C)C2=O
40) CC(=O)c1n[nH]nc1Nc1nc(C)cc(C)n1
41) CC12CCC(C(=O)N(NC(=O)c3ccc(O)cc3)C1=O)C2(C)C (configuration not stated)
42) O=C(Cc1ccccc1)Nc1ccccc1C(=O)Nc1ccccc1

Compound	37	38	39	40	41	42
phage Ecoli inh	4.7	2.5	1.5	0.1	-1.0	4.4
Ecoli viability	2.5	-1.1	-2.5	-1.7	-1.5	0.3
AddAB inh	0.8	1.1	-0.2	-0.5	3.4	0.2
PvdQ acylase	-5	-5	-10	-3	1	-5
PfHsp90 set2	-22	-7	-39	-19	-2	22
Wnt act	-1	0	3	nt	nt	-1
Rtt109 Vps75	5	3	5	7	nt	-9
DAGLB inh	0	-15	i	3	-3	1
CAL PDZ FP	-2.3	-3.3	2.5	-0.5	-2.1	-0.3
Tat export inh	-1	-1	4	-1	3	12

43) Cc1ccc(CNC(=O)c2ccc(OCC3CCCO3)cc2)cc1 (configuration not stated)
44) CCc1ccccc1N1CCN(S(=O)(=O)c2cc(OC)ccc2OC)CC1
45) CCOC(=O)c1ccc(NC(=O)c2cccnc2)cc1
46) Cc1cnc(C(=O)OCC(=O)Nc2ccc(Cl)cc2)cn1
47) CCOc1ccc(NC(=O)NCCCN2CCCC2)cc1
48) Cc1cccc(C)c1NC(=O)Cn1nnc(C(=O)Nc2ccc(F)cc2F)c1N

Compound	43	44	45	46	47	48
phage Ecoli inh	4.3	2.0	-2.5	0.5	2.9	3.8
Ecoli viability	-2.0	-1.9	nt	-1.2	0.2	0.3
AddAB inh	-0.6	-1.1	nt	-0.6	1.0	3.0
PvdQ acylase	-13	-3	-5	-8	-11	-4
PfHsp90 set2	14	nt	2	-13	6	-9
Wnt act	nt	-7	4	0	nt	-3
Rtt109 Vps75	-2	0	0	-9	3	3
DAGLB inh	2	-5	-2	1	2	1
CAL PDZ FP	-0.8	-1.4	nt	-1.5	-1.2	0.7
Tat export inh	3	28	-2	-10	-5	-9

49) C=CCNC(=O)/C(C#N)=C/c1ccccc1Cl
50) C/C(=N\Nc1ccc(Cl)c(C(=O)O)c1)c1cccc([N+](=O)[O-])c1
51) O=C(CCSc1ccc(Cl)cc1)N1CCN(c2ncccn2)CC1
52) CCOC(=O)c1ccc(NC2c3ncccc3C(=O)N2Cc2ccc(F)cc2)cc1 (configuration not stated)
53) CC(C)CN(CCC(=O)O)CC(C)C

Compound	49	50	51	52	53
phage Ecoli inh	1.2	3.0	1.1	1.9	3.6
Ecoli viability	2.2	-2.7	-1.9	-1.0	1.4
AddAB inh	4.4	0.2	-0.5	1.5	0.8
PvdQ acylase	-3	-7	2	-8	1
PfHsp90 set2	-25	-24	-5	nt	nt
Wnt act	1	19	nt	nt	nt
Rtt109 Vps75	0	3	11	0	nt
DAGLB inh	1	4	-5	3	0
CAL PDZ FP	nt	-2.7	-0.7	-2.5	-2.0
Tat export inh	0	-1	2	11	-4
